BL2 CD40 inh: inhibitors of CD40-induced NF-kB signaling, primary screen, BL2 cells, luciferase reporter, single point; CD40L-induced, 4 h; inhibition, % at 10 µM; 0.94% of 83,000 active; AID 1053188, 2014;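 active = mean inhibition of at least 50% with a set share of replicates also reaching that level; inconclusive = no clear call, values can overlap the other calls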;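 note: 0% = neutral control wells and 100% = IKK inhibitor VII at 50 µM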
* hit, by the source's call; ? = inconclusive; [ ] = remark or other dose.

Molecule,BL2 CD40 inh
C/C=C/c1ccc([C@@H]2[C@H](CO)N(Cc3ccccn3)[C@H]2CNC(=O)CC)cc1,7.0[25 µM]
O=C(CNC(=O)c1ccc(Cl)cc1Cl)OCc1ccccc1,-17.3
O=C(COc1ccc2ccccc2c1)NCCNC(=O)COc1ccc2ccccc2c1,1.7
CCCCNC(=O)NS(=O)(=O)c1ccc(C(=O)OC(C)C)o1,-0.3
CCSC(SCC)[C@H](O)[C@@H](O)[C@H](O)[C@H](O)CO,6.2
O=C(CCN1CCN(S(=O)(=O)c2ccc(F)cc2)CC1)Nc1ccccc1F,-1.3
CCN(CC(=O)Nc1ccc(S(=O)(=O)N2CCOCC2)cc1)Cc1ccccc1,6.5
O=C(N/N=C/c1c[nH]c2ccccc12)c1ccn[nH]1,-96.4
N#Cc1cn(CC(=O)N2CCCC2)c2ccccc12,9.5
CN(C)C(=O)c1cccc(-c2ccc([C@@H]3[C@H](C#N)N(C(=O)C4CC4)[C@H]3CO)cc2)c1,0.1
COc1ccc(C(CNC(=O)c2cc(C)oc2C)N2CCOCC2)cc1 (stereo not given),-23.6
CCCC(=O)Nc1ccc2c(c1)OC[C@@H](C)N(S(=O)(=O)c1cn(C)cn1)C[C@@H](C)[C@H](OC)CN(C)C2=O,-5.3[25 µM]
Cc1ccc(C(=O)Nc2ccc3[nH]c(=O)[nH]c3c2)c(C)c1,-19.8
O=C(NC1CCCCCC1)c1c(O)c2ccccc2[nH]c1=O,-87.8
Cc1c(C)n(CC(O)CNCCO)c2ccccc12 (stereo not given),6.1
CCCNC(=O)N(C)C[C@H]1Oc2ncc(C#CC3CCCCC3)cc2C(=O)N([C@@H](C)CO)C[C@H]1C,2.8[25 µM]
CO[C@@H](CN(C)Cc1cc(F)ccc1F)[C@H](C)CN(C(=O)Nc1ccc(C(F)(F)F)cc1)[C@H](C)CO,-8.8[25 µM]
COc1cc(C)ccc1S(=O)(=O)NC(=O)Cn1nnc(COc2ccc3c(c2)CCCC3)c1C,8.1
COc1ccc(C(=O)/C=C/c2ccc(OC(=O)c3cc(OC)c(OC)c(OC)c3)cc2)cc1,-3.1
Cc1cc(C(F)F)nn1CC(=O)NC1CCCCCC1,11.1
Cc1ccc2nc(NC(=O)CCCC(=O)O)sc2c1,46.8
CC1(C)C(C=C(Cl)Cl)C1C(=O)N1CCN(Cc2ccccc2)CC1 (stereo not given),17.9
O=C(O)[C@H](Cc1ccccc1)NC(=O)N1CCN(c2ccccc2)CC1,10.7
CC(=O)Nc1ccc(C(=O)CSc2nnnn2C2CCCC2)cc1,-6.9
Cc1onc(-c2ccccc2)c1C(=O)Nc1ccc(-c2nnc3n2CCCCC3)cc1,9.5
O=C(CSc1ccc(Br)cc1)NCC(c1cccs1)N1CCOCC1 (stereo not given),9.4
COc1ccc(N(CC(=O)NCc2cccs2)S(=O)(=O)c2c(C)nn(C)c2C)cc1,2.0
COc1ccc2[nH]cc(CCNS(=O)(=O)Cc3ccccc3)c2c1,4.5
O=C(Nc1cccnc1)c1ccc2snnc2c1,-3.3
Cc1cccc(C(=O)N[C@H](C(=O)Nc2ccc3c(c2)OCO3)C(C)C)c1,-12.0
COc1ccc(S(=O)(=O)N(C)C[C@@H]2OCCCC[C@H](C)Oc3ccc(NC(=O)Nc4ccc(F)cc4)cc3C(=O)N([C@H](C)CO)C[C@H]2C)cc1,-3.7
COc1ccc(NC(=O)c2cc(-c3ccccc3)oc2C)cc1,-1.4
O=C1NC(=O)C(Cc2ccccc2)(c2ccccc2)N1 (stereo not given),-3.6
CS(=O)(=O)N1C[C@@H]2N[C@H](C1)C2c1ccc(-c2ccc(F)cc2)cc1 (stereo not given in full),13.5
N/C(=N\OC(=O)COc1ccc(Cl)cc1Br)c1cccnc1,-62.6
CCN(C[C@H]1[C@@H](c2ccccc2)[C@H](CO)N1C(=O)COC)S(C)(=O)=O,-7.4[25 µM]
CC(C)=CCC(C)(C)CNC(=O)NC1CCCCC1,-14.5
O=C(NCCc1ccccc1)C1CCCN1S(=O)(=O)c1ccccc1 (stereo not given),0.5
Cc1ccc(C2CC(c3cccs3)=NN2C(=O)CSc2nc(=O)n3ccc(C)cc3n2)cc1 (stereo not given),-36.6
O=C1c2cc([N+](=O)[O-])ccc2-c2ncccc21,-16.0
C[C@@H]1CN([C@H](C)CO)C(=O)c2ccccc2-c2ccccc2CO[C@H]1CN(C)C(=O)Nc1ccc(-c2ccccc2)cc1,33.1[25 µM]
CC(=O)N1CC2([N+](=O)[O-])CN(C(C)=O)CC([N+](=O)[O-])(C1)C2(C)C,4.5
CSc1sc(C(=O)Nc2ccc(F)cc2F)c2c1C=CCC2,-17.8
COC(=O)c1sc2nc(-c3ccccc3)nc(N3CCN(C)CC3)c2c1C,-5.7
CCn1nc(C(=O)O)c(=O)c2cc3c(cc21)OCO3,-5.7
Cc1ccccc1-n1c(SCC(=O)N2CCOCC2)nc(O)cc1=O,-0.3
O=C(Nc1ccccc1)O/N=C1/CCCc2occc21,-100.3
COc1ccc2c3c(n(C)c2c1)[C@H](CO)N(C(=O)c1ccc(F)cc1)CC31CN(C(=O)Nc2ccc(F)cc2)C1,8.8[25 µM]
CO[C@@H]1CN(C)C(=O)c2ccc(NS(=O)(=O)c3ccc(C)cc3)cc2OC[C@H](C)N(C)C[C@@H]1C,-0.9[25 µM]
O=S(=O)(Nc1ccc2c(c1)nc1n2CCN(Cc2ccccc2)C1)c1ccccc1,25.9
Cc1nc2ccccn2c1C(=O)N/N=C/c1ccc(F)cc1,-29.6
CO[C@H]1CC[C@H]2CCOc3c(C#N)cccc3C(=O)N(C)CCCC(=O)N(C)C[C@@H]1O2,1.7[25 µM]
O=C(NCCC(c1ccccc1)c1ccco1)c1cccs1 (stereo not given),?
Cc1[nH]c2ccc(C(=O)Nc3ccncc3)cc2c1C,-14.4
O=[N+]([O-])c1cc(O)c2ncccc2c1,-13.5
COc1ccc(NC(=O)CN(C)C(=O)CNC(=O)c2sc3ccccc3c2Cl)cc1,-92.6

Carrying on.
Molecule,BL2 CD40 inh
O=C(NCCc1ccccc1)c1ccc(NC2=NC3CS(=O)(=O)CC3S2)cc1 (stereo not given),1.2
O=C(NCC(=O)N1CCOCC1)c1ccc(Cl)c(Cl)c1,-15.5
CN(C)c1ncnc2c1ncn2[C@H]1CN(Cc2ccco2)C[C@@H](CO)O1,3.5
CO[C@H]1CN(C)C(=O)c2ccc(NC(C)=O)cc2OC[C@@H](C)N(Cc2ccc(F)cc2)C[C@H]1C,-0.1
CCCN(C)C[C@@H]1OCCCC[C@@H](C)Oc2ccc(NC(=O)CCCN(C)C)cc2C(=O)N([C@H](C)CO)C[C@@H]1C,8.5[25 µM]
COc1ccccc1NC(=O)NCC1(N(C)C)CCCCC1,8.7
COc1ccc(NC(=O)COC(=O)c2cc3c(s2)CCC3)cc1,1.1
Cn1nc(-c2ccc(Cl)cc2)c2cc(C(=O)NCCCN3CCCC3)sc21,-16.7
COc1cccc(NC(=O)CN(C)C(=O)c2c(C)nn(Cc3ccc(C)cc3)c2Cl)c1,1.3
O=C(NCCC1=CCCCC1)c1ccc(CN2CCOCC2)cc1,-45.2
O=C(C1CCC1)N1C[C@@H]2[C@H](c3ccccc31)[C@H](CO)N2Cc1ccccc1,3.2[25 µM]
CS(=O)(=O)N1[C@@H]2Cn3c(ccc(-c4ccccc4)c3=O)[C@H]1[C@@H](C(=O)NCC1CC1)[C@@H]2CO,-4.1[25 µM]
COc1ccc(NC(=O)CNc2ccc(OC)c(S(=O)(=O)N3CCOCC3)c2)cc1,7.5
COc1ccccc1NC(=O)CN(Cc1ccco1)C(=O)c1ccc(N2CCCC2=O)cc1,-16.2
COCC(=O)N(C[C@H]1N[C@H](CO)[C@@H]1c1ccc(C2=CCCC2)cc1)C(C)C,-2.9
O=C(/C=C\c1ccccc1[N+](=O)[O-])Nc1ccccc1,-120.4

3 entries out of the list, sorted by count of non-hydrogen atoms, highest first:
Molecule,BL2 CD40 inh
CS(=O)(=O)N1[C@@H]2Cn3c(ccc(-c4ccccc4)c3=O)[C@H]1[C@@H](C(=O)NCC1CC1)[C@@H]2CO,-4.1[25 µM]
COCC(=O)N(C[C@H]1N[C@H](CO)[C@@H]1c1ccc(C2=CCCC2)cc1)C(C)C,-2.9
O=C(/C=C\c1ccccc1[N+](=O)[O-])Nc1ccccc1,-120.4

Further structures
Molecule,BL2 CD40 inh
O=C1CSC2(N1)C1CC3CC(C1)CC2C3 (stereo not given),-3.3
C[C@@H]1CN([C@@H](C)CO)C(=O)c2cccc(NC(=O)c3ccc(-c4nccs4)cc3)c2O[C@@H]1CN(C)C,-13.6
CCOc1ccc(C(=O)N(CC)CC(=O)Nc2ccc3c(c2)OCCO3)cc1OCC,-1.8
CCC1CCCCN1C(=S)NC(=O)c1ccco1 (stereo not given),8.7
O=C(NCCCN1CCCC1=O)c1cc(-c2ccc3c(c2)OCO3)nc2ccccc12,4.1
c1ccc(C(CN2CCCCC2)Oc2ccccn2)cc1 (stereo not given),10.0
COc1ccc(S(=O)(=O)N2CCN(Cc3cc(=O)n4ccccc4n3)CC2)cc1,-2.0
COc1ccc(S(=O)(=O)N2CCN(C3Cc4ccccc4C3)CC2)cc1,5.5
C=CCNc1nc(C(=O)OCC(=O)Nc2c(Cl)cccc2C(F)(F)F)cs1,2.5
O=C(CC(F)(F)F)N1C[C@@H]2[C@H](c3ccccc31)[C@@H](CO)N2C(=O)CN1CCOCC1,-2.3[25 µM]
COc1ccc(OC)c(-c2csc(NC(=O)COC(=O)C3CCC3)n2)c1,0.5
CC(=O)c1ccc(O)c(CO)c1,7.5
CSc1ncc(CN2CCN(C3CCCCC3)C(CCO)C2)cn1 (stereo not given),-3.7
O=C(Nc1ccc(Cl)cc1)N[C@H]1CC[C@H](CCNC(=O)c2ccccc2F)O[C@@H]1CO,6.1
CCCN1C[C@@H](C)[C@@H](OC)CN(C)C(=O)c2cc(NC(=O)NC3CCCC3)ccc2OC[C@@H]1C,-4.1
O=C(c1ccco1)N1CCc2[nH]nc(-c3ccccc3)c2C1,11.2

The final 2 compounds of the section before are carried over, then new ones follow.
Molecule,BL2 CD40 inh
CCCN1C[C@@H](C)[C@@H](OC)CN(C)C(=O)c2cc(NC(=O)NC3CCCC3)ccc2OC[C@@H]1C,-4.1
O=C(c1ccco1)N1CCc2[nH]nc(-c3ccccc3)c2C1,11.2
Cc1noc(C)c1C(=O)NCCC1=CCCCC1,0.5
O=C(O)C1CSC2(c3ccc(F)cc3)CCC(=O)N12 (stereo not given),8.3
Cc1ccc2c(c1)N(CCC(=O)NCc1ccc3c(c1)OCO3)C(=O)CO2,-24.1
CC(C)CC#Cc1ccc([C@@H]2[C@H]3CN(C(=O)Nc4ccccc4)CCCCN3[C@H]2CO)cc1,?
CCc1cnc(N2[C@H](C#N)[C@H](c3ccc(C#CCC4CCCC4)cc3)[C@@H]2CO)s1,56.2*[25 µM]
COC(=O)COC(=O)CC(CC(N)=O)c1ccccc1 (stereo not given),-1.5
CCNC(=O)[C@@H]1[C@@H](CO)[C@@H]2Cn3c(ccc(-c4ccccc4)c3=O)[C@@H]2N1CC,-7.6[25 µM]
O=C([C@H]1[C@H](CO)[C@H]2Cn3c(cccc3=O)[C@@H]1N2CC1CCCC1)N1CCOCC1,4.1
CCOc1ccc(NC(=O)CN(C)C(=O)c2c(-c3ccccc3)noc2C)cc1OCC,-3.1
c1ccc2c(c1)CCc1snnc1-2,8.6
O=C(C1CC1)N1CCCCN2[C@H](CO)[C@@H](c3ccc(C#CC4CCCC4)cc3)[C@@H]2C1,4.7[25 µM]
Cc1cccc(NC(=O)c2cccc(NC(=O)c3ccccc3)c2)n1,-6.7
Nc1c(C(=O)NCc2ccccc2)sc2nc3c(cc12)C(=O)CCC3,9.4
O=C(NCc1ccc2c(c1)OCO2)C1CCN(S(=O)(=O)N2CCOCC2)CC1,4.5
COc1cccc(C(=O)Nc2ccc3c(c2)OC[C@@H](C)N(CCc2ccccc2)C[C@@H](C)[C@H](OC)CN(C)C3=O)c1,3.4[25 µM]
O=C(COc1ccc(S(=O)(=O)NC2CCCCC2)cc1)NC1CCCC1,10.4
C[C@H]1CCCCO[C@@H](CN(C)CC2CC2)[C@@H](C)CN([C@@H](C)CO)C(=O)c2cc(NC(=O)c3ccccc3)ccc2O1,-5.2[25 µM]
N#C/C(=C\c1ccccc1)C(=O)NNS(=O)(=O)c1ccc(Br)cc1,5.1
C[C@@H]1CN([C@@H](C)CO)C(=O)c2cc(N(C)C)ccc2O[C@@H](C)CCCCO[C@H]1CN(C)C(=O)c1ccncc1,2.3
CCCN1C(=O)/C(=C/c2ccc3c(c2)OCO3)NC1=S,0.0
Cc1ccc(F)cc1NC(=O)CN1C(=O)NC2(CCCc3ccccc32)C1=O (stereo not given),-5.2
O=C(C1CCOCC1)N1C[C@@H]2[C@H](c3ccccc31)[C@@H](CO)N2Cc1ccc(Cl)cc1,-15.1[25 µM]
O=C(Cc1nc2ccccc2[nH]1)N/N=C/c1ccccc1,11.1
Cc1ccc(N2CC(C(=O)N3CCC(C(=O)Nc4nncs4)CC3)CC2=O)cc1 (stereo not given),5.0
CNCCOc1ccc(Cl)c(Cl)c1,6.4
COc1ccc(-c2ccc([C@H]3[C@H](C#N)N(C(=O)NC(C)C)[C@H]3CO)cc2)cc1,2.2[25 µM]
COCCNC(=O)C[C@@H]1CC[C@H]2[C@H](COc3ccc(NS(=O)(=O)c4ccc(Cl)cc4)cc3C(=O)N2C)O1,7.1[25 µM]
CSc1ccc(CN(C)CC(=O)N(C)CC(=O)Nc2ccccc2Br)cc1,9.6

Records listed above marked active in BL2 CD40 inh.
Molecule,BL2 CD40 inh
CCc1cnc(N2[C@H](C#N)[C@H](c3ccc(C#CCC4CCCC4)cc3)[C@@H]2CO)s1,56.2*[25 µM]

Some of the compounds tested; rates above refer to the full screens.
